# Bioassay records: PubChem BioAssay, Broad Institute
# E-selectin induc: E-selectin induction on HUVECs; P16581; HUVEC E-selectin immunofluorescence imaging; normalized: neutral wells 0, TNF-alpha wells 100; activation, % at 7.58 µM; 260,000 tested, 0.37% active; AID 686992;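 active = mean E-selectin-positive cell signal at least 10% of the positive control, reached in at least 60% of replicates, without over 20% cell loss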;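 also: in these data hits start at about 27%; measured in HUVEC primary endothelial cells; signal is the percent of cells scored E-selectin positive by PE staining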
# Target sequence (P16581 whole entry, looked up): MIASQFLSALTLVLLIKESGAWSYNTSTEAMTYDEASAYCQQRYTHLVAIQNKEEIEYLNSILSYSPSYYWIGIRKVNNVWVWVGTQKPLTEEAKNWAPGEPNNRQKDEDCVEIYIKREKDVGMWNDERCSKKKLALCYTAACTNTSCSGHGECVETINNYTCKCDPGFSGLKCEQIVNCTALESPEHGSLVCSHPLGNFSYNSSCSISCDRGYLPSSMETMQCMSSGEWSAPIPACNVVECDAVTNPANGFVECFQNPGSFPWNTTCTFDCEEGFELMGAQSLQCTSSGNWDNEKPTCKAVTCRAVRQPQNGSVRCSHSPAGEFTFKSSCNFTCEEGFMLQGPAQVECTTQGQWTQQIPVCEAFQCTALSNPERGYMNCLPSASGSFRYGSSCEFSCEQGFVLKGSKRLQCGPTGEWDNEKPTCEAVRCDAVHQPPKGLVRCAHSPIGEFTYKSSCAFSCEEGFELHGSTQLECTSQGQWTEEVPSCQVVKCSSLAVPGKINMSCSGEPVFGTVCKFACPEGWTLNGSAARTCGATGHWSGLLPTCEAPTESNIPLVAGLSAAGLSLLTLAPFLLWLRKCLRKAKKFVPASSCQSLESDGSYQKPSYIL
#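 Assay system: HUVEC primary endothelial cells. Input: 3,000 HUVEC seeded per well. Doses: one compound dose added by pin transfer. Read-out basis: % PE-positive cells. Benchmarks: TNF-alpha high, DMSO low. Detection: immunofluorescence imaging. Buffer or medium: EGM-2, gelatin.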
# RAD52 inh: blocks human RAD52 DNA annealing. P43351. recombinant RAD52 DNA annealing, FRET fluorescence. inhibition, % at 18.7 µM. 360,000 tested, 0.46% active. AID 651710;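 active = every replicate showing at least 50% inhibition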
# Target sequence (P43351 whole entry, looked up): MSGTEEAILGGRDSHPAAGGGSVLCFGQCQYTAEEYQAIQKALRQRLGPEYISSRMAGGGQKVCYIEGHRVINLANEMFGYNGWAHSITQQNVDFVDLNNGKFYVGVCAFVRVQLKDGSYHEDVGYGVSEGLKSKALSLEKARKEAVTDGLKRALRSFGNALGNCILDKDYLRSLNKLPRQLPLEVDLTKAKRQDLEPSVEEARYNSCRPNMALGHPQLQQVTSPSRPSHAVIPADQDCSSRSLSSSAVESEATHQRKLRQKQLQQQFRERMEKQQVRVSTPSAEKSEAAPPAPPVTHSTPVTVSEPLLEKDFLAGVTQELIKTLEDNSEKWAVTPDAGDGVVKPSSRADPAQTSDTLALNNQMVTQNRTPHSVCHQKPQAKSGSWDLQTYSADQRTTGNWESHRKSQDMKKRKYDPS
# PglD DTNB: inhibitors of Campylobacter jejuni PglD acetyltransferase | purified PglD enzyme, DTNB colorimetric CoA detection | AID 602405 | 360,000 tested, 0.098% active | inhibition, % at 12.5 µM; in the data active = inhibition above about 16%, passing the limit was not always enough; also: strong numbers were not always called active
# miR-122 sensor: blocks miR-122 activity in Huh7 sensor cells. Huh7 miR-122 Renilla luciferase sensor, 48 h; neutral wells = 0, positive control = 100. activation (reporter increase), % at 12.5 µM. 340,000 tested, 0.3% active;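 active = mean replicate activation score at least 90 and every replicate individually at or above 90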;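 also: higher luciferase means less miR-122 activity so hits act as miR-122 inhibitors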
# Cneo AK release: causes C. neoformans cell lysis | adenylate kinase release luminescence, 4 h; normalised: neutral wells 0, clomiphene wells 100 | 360,000 tested, 0.2% active | lysis activity, % at 15 µM;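 active = mean lysis activity across replicates of at least 80%, whatever share of replicates individually reach that level; inactive = mean lysis activity below 80%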
#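 Test system: log-phase Cryptococcus neoformans yeast cells; Quantity: yeast cell density of 5 × 10^6 cells/mL; Buffer or medium: YPD; Doses: single compound concentration per well; Timing: 4 h at 37 °C static, read 1 h later; Measured by: AK luminescence; Read-out basis: lysis from increased AK signal; Control set: Clomiphene as positive control.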
# ERAP1 HTS inh: ERAP1 (human) enzyme inhibition | Q9NZ08 | recombinant ERAP1, Leu-AMC fluorescence, 60 min | inhibition, % at 10.7 µM | 340,000 tested, 0.15% active | AID 652197;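 active = mean replicate inhibition of at least 30%, or all replicates individually reaching that 30% level; inactive = mean below 30% and not every replicate reaching it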;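 also: 0% = neutral control wells and 100% = L-leucinethiol positive control wells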
# PGC1a acetyl inh: modulators of PGC1a acetylation | 350,000 tested, 0.17% active | AID 651687 | inhibition, % at 15.6 µM | U2OS PGC1a acetylation, AlphaScreen anti-acetyl-lysine; with virally co-expressed GCN5 acetyltransferase;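 active = every replicate shows inhibition of at least 40%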;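 also: 0% = neutral control wells and 100% = positive control wells; some results beyond the cut were filed as inactive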
# RAD54 branch: blocks human RAD54 Holliday junction branch migration. Q92698. FAM/BHQ fluorescence. inhibition, % at 10.4 µM. 360,000 tested, 0.14% active. AID 602329;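 active = mean normalized replicate activity at least 40 and at least half of replicates scoring 40 or more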;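 also: 0% = median of neutral control wells and 100% = median of positive control wells; inhibitors cause a drop in the FAM fluorescence signal; in these data hits start at about 50%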
# Numbers without * were called inactive; · = not tested or not shown; [ ] = dose if it differs, or a comment.
# Second line of a record – E-selectin induc	RAD52 inh	PglD DTNB	miR-122 sensor	Cneo AK release	ERAP1 HTS inh	PGC1a acetyl inh	RAD54 branch
C[C@H](CO)N1C[C@H](C)[C@H](CN(C)S(=O)(=O)c2ccc(Cl)cc2)Oc2ccc(NC(=O)CCCN(C)C)cc2CC1=O
→ 0.4	0.9	1.3	-4.3[16.7 µM]	-1.9	-7.8	4.6	-1.6
COCCNC(=O)Cc1c(C)c2c(cc(C)c3c(C(C)(C)C)coc32)oc1=O
→ 0.5	-7.9	-0.9	43.3	-5.2	-0.7	-0.4	3.5
C[C@@H]1CN([C@H](C)CO)C(=O)c2cc(C3=CCCC3)cnc2O[C@@H]1CN(C)C
→ 0.4	-0.5	0.3	-8.6[16.7 µM]	-3.5	1.1	14.1	-7.9
C/C(CC1(O)/C(=N/O)CCc2nonc21)=N\O (stereo not given)
→ ·	·	1.2	1.6	0.0	·	-14.2	-14.3
COc1ccc2c3c(n(C)c2c1)[C@H](CO)N(C(=O)Nc1ccc(F)cc1)CC31CN(C(=O)c2ccccc2F)C1
→ -0.4	30.4	·	·	·	1.5	-1.7	·
NC(=O)c1c(NC(=O)CSc2nc(N)cc(=O)[nH]2)sc2c1CCCC2
→ -0.2	-8.2	·	12.3	·	·	0.8	·
C/C=C(\C)C(=O)NCCN1C2=NC[C@@H](C)N2C[C@@H]1Cc1ccc(OC)cc1
→ -0.2	4.0	9.5	·	17.4	-3.4	·	-3.5
CCN(CC)S(=O)(=O)c1cc(NC(=O)C2=COCCO2)ccc1Cl
→ ·	1.6	-2.3	·	0.8	-0.2	·	0.4
CCOC(=O)Nc1ccc(S(=O)(=O)N2CCOCC2)cc1
→ ·	·	-1.7	7.1	0.9	·	-0.6	-20.2
CC1CC2=C(NC(=S)NC2c2ccc(F)cc2)/C(=C/c2ccc(F)cc2)C1 (stereo not given)
→ ·	·	0.0	·	0.7	·	-1.4	7.6
Cc1cc(NC(=O)OC2CCCCC2)ccc1[N+](=O)[O-]
→ ·	-5.5	3.5	-3.8	-3.2	0.6	6.1	-5.0
C[C@H](CO)N1C[C@H](C)[C@H](CN(C)Cc2ccc(-c3ccccc3)cc2)Oc2ccc(NC(=O)Nc3ccc(C(F)(F)F)cc3)cc2CC1=O
→ -0.1	-0.4	-3.0	-3.5[16.7 µM]	-1.7	2.9	-8.5	-4.2
O=C(Nc1cccc(F)c1)N[C@H]1CC[C@H](CCn2cc(Cc3ccccc3)nn2)O[C@@H]1CO
→ -0.1	15.9	2.4	·	1.9	-4.3	-12.1	-9.5
C[C@@H]1CN([C@@H](C)CO)S(=O)(=O)c2ccc(C3=CCCCC3)cc2O[C@H]1CN(C)C(=O)CN(C)C
→ -0.4	33.0	6.7	-4.5[16.7 µM]	5.8	-8.5	-22.5	-7.5
CC(=O)Nc1ccc(-c2csc(NC(=O)Cc3ccccc3F)n2)cc1
→ ·	-13.9	-0.2	8.1	-1.2	-3.5	·	-17.6
Cc1c(/C=N/NC(=O)c2cc(Br)ccc2O)c(=O)n(C)c(=O)n1C
→ ·	-1.9	0.7	·	3.0	-1.2	·	-7.0
O=C(/C(C=Nc1cccc(C(F)(F)F)c1)=C(/O)c1ccco1)C(F)(F)F
→ -0.1	·	-4.1	4.3	-3.2	·	-8.2	-4.6
CCN1CCN(C(=O)c2ccc(CN(c3ccccc3)S(=O)(=O)c3ccccc3)cc2)CC1
→ -0.1	-3.3	0.0	4.7	-0.9	-1.4	-18.2	12.0
CN(Cc1ccccc1)C(=O)c1cccc(NC(=O)Cc2ccc(NC(=O)C3CCCN(C(=O)C4CCCC4)C3)cc2)c1 (stereo not given)
→ 8.7	-33.9	2.5	-6.1	-0.4	-3.0	-9.0	-0.9
COC(=O)C1=C(C(=O)c2ccccc2)C(c2ccc(OC)c(OC)c2)Nc2nnnn21 (stereo not given)
→ ·	·	·	-5.2	5.8	·	11.5	13.7
c1ccc2nc3[nH]cnc3nc2c1
→ ·	-24.5	-3.5	·	1.0	-1.6	10.5	12.6
Cc1nn(-c2ccccc2)c(Cl)c1C1C(C#N)=C(N)OC2=C1C(=O)CCC2 (stereo not given)
→ ·	·	1.2	3.6	0.9	·	-1.3	-9.9
CCOC(=O)c1c(NC(=O)CCC(=O)N2CCOCC2)sc2c1CC(C)(C)OC2
→ ·	·	7.2	-3.1	-2.9	·	2.6	-6.4
CS(=O)(=O)N(CC(=O)N1CCN(c2ccccc2F)CC1)C1CCCCC1
→ ·	13.1	1.8	-0.9	-2.1	12.9	4.1	-5.0
CCCCCO
→ ·	-10.5	-3.2	-1.0	1.0	-1.9	10.1	-4.3
O=C(C[C@@H]1C=C[C@H](NC(=O)C2CCOCC2)[C@H](CO)O1)Nc1ccccc1
→ 0.1	-2.0	·	·	·	-2.4	0.5	·
O=C(OCCCN=C1NS(=O)(=O)c2ccccc21)c1ccccc1
→ 1.3	0.1	-2.1	-2.9	-0.3	0.5	·	1.8
CCC(=O)N1[C@H](CN(C)C(C)=O)[C@@H](c2ccc(-c3cccnc3)cc2)[C@@H]1CO
→ 0.0	-13.9	1.9	-6.6[16.7 µM]	-1.4	0.3	2.4	0.5
C[C@H]1CN([C@@H](C)CO)C(=O)c2cc(NC(=O)Nc3ccccc3)ccc2O[C@H]1CN(C)C(=O)Nc1cccc2ccccc12
→ -0.2	-9.9	-0.9	3.4[16.7 µM]	0.0	-4.8	-4.5	3.8
C[C@H]1CN([C@@H](C)CO)C(=O)Cc2cc(NS(=O)(=O)c3ccc(F)cc3)ccc2O[C@H]1CN(C)CC1CC1
→ -0.1	4.6	1.3	5.9[16.7 µM]	1.5	-2.9	-2.0	-8.5

# Entries of single compounds, looked up by structure:
# CCN1CCN(C(=O)c2ccc(CN(c3ccccc3)S(=O)(=O)c3ccccc3)cc2)CC1 is listed with E-selectin induc: -0.1; RAD52 inh: -3.3; PglD DTNB: 0.0; miR-122 sensor: 4.7; Cneo AK release: -0.9; ERAP1 HTS inh: -1.4; PGC1a acetyl inh: -18.2; RAD54 branch: 12.0
# C[C@H](CO)N1C[C@H](C)[C@H](CN(C)Cc2ccc(-c3ccccc3)cc2)Oc2ccc(NC(=O)Nc3ccc(C(F)(F)F)cc3)cc2CC1=O is listed with E-selectin induc: -0.1; RAD52 inh: -0.4; PglD DTNB: -3.0; miR-122 sensor: -3.5[16.7 µM]; Cneo AK release: -1.7; ERAP1 HTS inh: 2.9; PGC1a acetyl inh: -8.5; RAD54 branch: -4.2

# New compounds follow:
# Second line of a record – E-selectin induc	RAD52 inh	PglD DTNB	miR-122 sensor	Cneo AK release	ERAP1 HTS inh	PGC1a acetyl inh	RAD54 branch
CC[n+]1c(/C=C(\C)OC)sc2ccccc21
→ ·	-5.1	·	-6.9	·	0.0	-11.5	·
COc1ccc(C(C)=O)cc1CC(=O)NC1CCCCCC1
→ 0.2	4.2	13.8	·	-2.4	3.8	·	2.0
Cc1ccc(CNC(=O)COC(=O)C2CCN(S(=O)(=O)c3cccs3)CC2)cc1
→ 4.1	-5.4	-1.2	-6.2	-0.8	1.5	6.7	5.6
CC1=C(C(=O)Nc2ccc(C)cc2)C(c2ccco2)NC(=O)N1 (stereo not given)
→ ·	·	7.5	-2.4	-2.1	·	-2.6	3.7
CC1=C(C(=O)OCc2cc(C)on2)N2C(=O)[C@@H](NC(=O)OCc3cc(C)on3)[C@H]2SC1
→ 1.3	-22.1	1.9	-2.4	-0.2	1.4	0.0	-0.2
Cc1cc(C)c2oc(C(=O)Nc3ccc(S(=O)(=O)Nc4nccc(C)n4)cc3)cc(=O)c2c1
→ ·	-23.4	4.2	4.6	1.0	2.4	4.5	-5.8
CCCNC(=O)Nc1ccc2c(c1)OC[C@H](C)N(Cc1cccnc1)C[C@H](C)[C@H](OC)CN(C)C2=O
→ -0.2	-2.9	-1.6	·	-3.1	·	2.7	3.5
COc1cc(/C=C2\SC(N)=NC2=O)cc(OC)c1
→ ·	-39.7	-10.1	-1.3	-4.1	-3.4	-5.4	-2.3
Fc1ccc(-n2nnc(-c3ccccc3)n2)cc1
→ -0.2	-4.1	-6.1	6.6	-1.9	1.7	·	-1.1
COc1ccc(NC(=O)N(C)C[C@H]2OCc3ccccc3-c3ccccc3C(=O)N([C@H](C)CO)C[C@@H]2C)cc1
→ -0.3	4.0	3.1	·	0.7	1.0	-3.6	-9.7
CCOC(=O)N1CCN(CC(O)COCc2ccccc2)CC1 (stereo not given)
→ ·	·	-0.9	-8.5	4.2	·	-3.6	-4.0
COc1ccc(N(CC(=O)NC(C)c2ccccc2)S(=O)(=O)c2c(C)noc2C)cc1 (stereo not given)
→ -0.1	-10.4	4.0	28.9	-2.5	-2.4	-10.2	10.0
O=C(C1CCOCC1)N1C[C@H]2[C@@H](c3ccccc31)[C@H](CO)N2Cc1ccccc1Cl
→ -0.3	1.2	-1.3	40.0[16.7 µM]	1.2	6.5	-12.9	-4.1
CC[C@@]1(C(=O)OC)N[C@H](CN(C)S(=O)(=O)c2ccc(OC)cc2)[C@@H]2C(=O)N(C)C(=O)[C@@H]21
→ ·	3.5	0.4	-11.3	-0.1	-1.9	13.3	-7.0
O=C(C[C@@H]1C[C@H]2c3cc(NC(=O)c4ccc5c(c4)OCO5)ccc3O[C@H]2[C@H](CO)O1)NCc1ccccn1
→ 0.2	5.2	2.9	3.9[16.7 µM]	-12.9	0.8	-7.5	2.6
CC(C)CC(=O)Nc1nnc(SCC(=O)NC2CCCC2)s1
→ -0.2	-4.6	-8.0	-2.9	1.1	-0.4	2.4	-4.7
C=CCOc1c(Cl)cc(CNc2ccc(N(C)C)cc2)cc1OC
→ ·	·	-1.8	-6.6	-4.0	·	7.0	7.3
COC(=O)c1cc(Br)c(=O)n(CCN2CCCCC2)c1
→ ·	·	-3.5	-3.9	0.9	·	7.3	-1.1
COc1ccc(NC(=O)Nc2ccc3c(c2)C(=O)N([C@H](C)CO)C[C@H](C)[C@H](CN(C)S(=O)(=O)c2cccs2)O3)cc1
→ -2.3	4.9	-1.7	-3.6[16.7 µM]	-3.1	-0.2	-5.1	9.2
COc1ccc(Cl)cc1NS(=O)(=O)c1cccc(C(=O)NC2CCC(O)CC2)c1 (stereo not given)
→ -0.1	-3.5	5.7	8.8	1.4	-6.2	-1.3	-4.1
CCN(CC)C(=O)CN(c1ccc(F)c(Cl)c1)S(C)(=O)=O
→ ·	·	5.1	7.3	18.1	·	6.6	-0.9
Cc1ccc(S(=O)(=O)Nc2ccc3c(c2)C(=O)N([C@@H](C)CO)C[C@H](C)[C@@H](CN(C)S(=O)(=O)c2ccc(F)cc2)O3)cc1
→ 2.4	-1.2	·	3.5[16.7 µM]	·	0.3	5.3	·
CCOc1cc(C2C3=C(CC(C)(C)CC3=O)N(CCCOC)C3=C2C(=O)CC(C)(C)C3)ccc1OC
→ ·	-18.0	-2.1	·	1.8	-3.0	·	2.6
Cc1[nH]c(=O)nc2c1CCC2
→ 0.0	-37.3	·	6.2	·	-1.0	2.0	·
NC(=O)CC(NC(=O)c1ccc(Br)cc1)c1ccc(N2CCCCCC2)c([N+](=O)[O-])c1 (stereo not given)
→ -0.1	-5.5	0.4	·	2.4	-0.5	·	-5.8
CSc1ccccc1NC(=S)NCc1ccc(Cl)cc1
→ 0.5	-13.2	-3.4	12.0	17.3	-2.9	·	-7.2
